# Pf growth 96h – Primary qHTS for delayed death inhibitors of the malarial parasite plastid, 96 hour incubation; P. falciparum luciferase reporter growth, 96 h; AID 504834, 2011; Potency, µM (top dose mostly 28.7 µM), for inactives: at the highest dose activity change, negative = inhibition, usual class: inhibitors; 6.9% of 320,000 active; further: potency means the concentration at half of the fitted maximal effect; on the % scale 0 is the no-effect control and ±100 the full control effect
#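 Plates of compound plus infected erythrocytes (2% hematocrit, 0.05% parasitemia final) incubate 96 hours, 37 C, 5% CO2. Detection reagent added; reduced luminescence from the parasites' luciferase reporter flags inhibition.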
# HCV inhibitor – qHTS Assay for Inhibitors of Hepatitis C Virus (HCV). Huh7.5.1 HCVcc-Cre infection, luciferase reporter, 44 h. Potency, µM (series often up to 41.8 µM), for the others: at the top dose activity change, negative = inhibition, most hits filed as inhibitors. 3.4% of 340,000 active; further: potency means the concentration at half of the fitted maximal effect; on the % scale 0 is the no-effect control and ±100 the full control effect
#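 After 44 h co-culture of compound, cells and HCVcc-Cre (~0.5 moi), substrate is added for 15 min at room temperature and luciferase measured over 15 sec. Cells were seeded at 1,000/well and pre-cultured 4 h.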
# TbPYK inhibitor – qHTS of Trypanosoma Brucei Inhibitors; pyruvate kinase (Trypanosoma brucei), Q57TT1; TbPYK enzyme, Kinase-Glo Plus ATP luminescence, 45 min; Potency, µM (highest dose often 76.8 µM), inactives show top-dose activity, negative = inhibition, actives largely listed as inhibitors; 0.12% of 410,000 active; AID 624173, 2012; further: potency means the concentration at half of the fitted maximal effect; on the % scale 0 is the no-effect control and ±100 the full control effect; nearly all actives have a fitted effect of over 50% in size
#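 Quantitative HTS: titrated library compounds versus trypanosomal pyruvate kinase in TEA buffer (pH 7.2) containing KCl, MgCl2, BSA and Tween-20. Reactions were initiated with ADP, 130 uM final. Kinase-Glo Plus luminescence was read after 45 min at RT.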
# LmPK inh – qHTS Assay for Inhibitors of Leishmania Mexicana Pyruvate Kinase (LmPK); Q27686; purified LmPK, Kinase-Glo ATP luminescence, 1 h; Potency, µM (titrated, usually from 57.5 µM), inactives show top-dose activity change, negative = inhibition, actives largely listed as inhibitors; 0.37% of 290,000 active; AID 1721, 2009; further: potency means the concentration at half of the fitted maximal effect; on the % scale 0 is the no-effect control and ±100 the full control effect
# Target sequence (Q27686 whole entry, looked up): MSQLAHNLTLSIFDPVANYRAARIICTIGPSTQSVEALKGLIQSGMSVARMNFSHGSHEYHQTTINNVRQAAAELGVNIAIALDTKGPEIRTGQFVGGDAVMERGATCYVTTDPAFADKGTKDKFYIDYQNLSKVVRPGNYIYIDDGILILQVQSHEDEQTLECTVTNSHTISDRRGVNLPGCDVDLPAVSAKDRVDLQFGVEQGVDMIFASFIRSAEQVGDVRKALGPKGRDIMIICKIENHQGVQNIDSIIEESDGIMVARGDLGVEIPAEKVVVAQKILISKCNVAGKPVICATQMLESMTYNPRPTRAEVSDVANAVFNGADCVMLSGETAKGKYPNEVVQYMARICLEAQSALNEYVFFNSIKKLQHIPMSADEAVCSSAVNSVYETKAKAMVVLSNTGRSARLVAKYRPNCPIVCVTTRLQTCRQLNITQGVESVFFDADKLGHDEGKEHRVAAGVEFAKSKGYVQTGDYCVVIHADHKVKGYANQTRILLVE
#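 In 50 mM imidazole pH 7.2 with 7 mM MgCl2, LmPK (0.1 nM) turned over PEP (0.5 mM) and ADP (0.1 mM) for 1 h at room temperature. Luciferase read-out of ATP.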
# Shiga toxin inh – A qHTS for Small Molecule Inhibitors of Shiga Toxin. Vero cells, Shiga toxin protein synthesis inhibition reporter. inhibition, % at 38.7 µM. 9.2% of 290,000 active; in the data active means inhibition mostly above about 28%, no sharp cut-off; inactive means mostly below about 43%; further: 0% is about no effect
# Pf growth 48h – Primary qHTS for delayed death inhibitors of the malarial parasite plastid, 48 hour incubation. 5.9% of 310,000 active. AID 504832, 2011. Potency, µM (highest dose often 28.7 µM), for the others: at the top dose activity change, negative = inhibition, actives largely listed as inhibitors. P. falciparum luciferase growth in erythrocytes, 48 h; further: potency means the concentration at half of the fitted maximal effect; on the % scale 0 is the no-effect control and ±100 the full control effect
#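 Luciferase-expressing P. falciparum in infected erythrocytes (2% hematocrit, 0.1% parasitemia final) in RPMI 1640/0.5% Albumax were exposed to compound for 48 hours at 37 C, 5% CO2; growth read as luminescence.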
# CHX counter – Cycloheximide Counterscreen for Small Molecule Inhibitors of Shiga Toxin. 12% of 300,000 active. max response, %. cell reporter, cycloheximide protein synthesis inhibition counterscreen; in the data active means max response mostly above about 13%, no sharp cut-off; inactive means mostly below about 14%; further: read at 38.3 µM for the half of the compounds with a filed dose; 0% is about no effect
# * hit, by the source's call; ? = inconclusive; nt = not tested or not shown; + = active, no number; & = joins results of further samples; [ ] = dose if it differs, or a comment. Unless noted, the call rests on the fitted dose curve; in most records, active means well fitted curve in the direction sought with a large enough effect; inconclusive means small, poorly fitted or top-dose-only effect, or another doubt; inactive means no such curve, though single readings can be large; an effect the other way counts as inactive or inconclusive. Rows were taken by chance; overall some 24% were active at least once.
SMILES,Pf growth 96h,HCV inhibitor,TbPYK inhibitor,LmPK inh,Shiga toxin inh,Pf growth 48h,CHX counter
N#C/C(=N\Nc1ccc(S(=O)(=O)N2CCCCCC2)cc1)C(N)=S,?,1.8%,-9.1%,-1.7%,32.1,-9.0%,18.9
CCCCCCC(C)n1[nH]c(=O)c2c(C)cc(C)nc21 (stereo unspecified),36.5%[activator],1.3%,-8.8%,2.3%,3.8,-5.5%,1.2
CN(C)S(=O)(=O)c1ccc(C(=O)Nc2ccc(CCC(=O)N3CCCC3)cc2)cc1,-2.0%,9.2%,-5.7%,2.2%,-3.6,?,-2.5
Cc1cc(C)nc(SCc2cc(=O)c(OC(=O)c3cccc([N+](=O)[O-])c3)co2)n1,-27.0%,7.8%,3.5%,-7.6%,-3.7,10.1%,-4.3
COC(=O)c1[nH]c2ccc(Cl)cc2c1NC(=O)CCN1CCN(C2CCCCC2)CC1,3.7µM*,?,0.3%,-2.4%,-8.1,11.7µM*,15.7
COc1ccc(F)cc1S(=O)(=O)Nc1ccc2c(c1)OCCO2,?,-4.3%,-3.1%,1.5%,-11.5,-15.1%,-4.8
CCCCc1cc(=O)oc2cc(OCc3cc(OC)c(OC)c(OC)c3)c(Cl)cc12,72.8%[activator],-1.6%,-2.2%,0.2%,-4.7,45.0%[activator],-3.4
COCCCNC(=O)CN1C(=O)COc2ccc(S(=O)(=O)N3CCCCCC3)cc21,-2.7%,6.1%,1.2%&-0.7%,5.1%,-11.7,3.8%,-2.7
COCCCNC(=S)N(Cc1ccccc1)Cc1nc2ccccc2c(=O)[nH]1,138.2%[activator],3.4%,1.0%,4.9%,4.9,-21.0%,-1.7
CC(C)C(=O)NNS(=O)(=O)c1ccccc1,3.9%,20.9%,-4.9%,17.4%,-2.9,-1.4%,-3.4
CCOP(=O)(Cc1ccc(C(C)(C)CC(C)=O)o1)OCC,24.2%,18.3%,-1.7%,2.8%,-13.1,1.7%,-0.9
Brc1cc2c(cc1COc1ccc(-c3nn[nH]n3)cc1)OCO2,10.0%,9.0%,-1.2%,-3.0%,-48.6,15.6%,29.8*
O=C(COC(=O)/C=C/c1ccc(F)cc1)Nc1cc(C(F)(F)F)ccc1N1CCOCC1,10.4%,-6.1%,-2.5%,-1.5%,-4.7,12.0%,0.9
CC1CCCN(S(=O)(=O)c2ccc(Br)s2)C1 (stereo unspecified),6.6%,14.1%,-3.0%,1.5%,-6.7,-26.6%,-4.1
NS(=O)(=O)c1ccc(NC(=S)N2CCN(c3ccccc3Cl)CC2)cc1,?,10.7%,-4.4%,2.2%,13.7,-1.1%,-4.0
CCOC(=O)N1CCN(c2c(N3CCN(c4ccccn4)CC3)c(=O)c2=O)CC1,?,-2.8%,0.0%,-0.8%,-12.6,0.6%,-2.1
CCOC(=O)c1ccc(NC(=O)CSc2nc(=O)n(CCN3CCOCC3)c3c2CCC3)cc1,?,-22.1%,-5.1%,nt,nt,?,nt
c1ccc(SCCOCCn2cncn2)cc1,nt,-24.0%,6.5%,-6.0%,-7.7,-2.5%,-1.5
CC1CCCN(C(=O)CCS(=O)(=O)c2ccc3c(c2)NC(=O)C(C)S3)C1 (stereo unspecified),15.8%,?,2.6%,-4.6%,16.1,-9.8%,-1.4
COCCCN(Cc1cccs1)S(=O)(=O)c1c[nH]c(C(=O)OC)c1,15.9%,8.6%,2.9%,-0.2%,10.3,37.2%[activator],2.4
CC1=NN(c2cccc(C(=O)O)c2)C(=O)/C1=C\C=C/c1ccccc1,-10.8%,?,?,-1.6%,+,?,79.9*
COCCCNC(=O)Cn1cc(/C=C(\C#N)C(=O)NC2CC2)c2ccccc21,?,10.8%,-3.6%,-4.2%,-6.6,3.4%,0.6
NS(=O)(=O)c1ccc(CCNC(=O)CN2CCN(Cc3cccc4ccccc34)CC2)cc1,-20.5%,?,-19.5%,9.5%,2.8,-2.7%,-3.5
CN(C)c1ccc(C(=O)c2ccc(N(C)C)c(N)c2)cc1N,-1.1%,-27.4%,2.5%,1.5%,74.7,17.5%,28.2*
NC(=O)c1c(NC(=O)c2cnccn2)sc2c1CCCC2,63.7%[activator],-16.0%,3.7%,0.0%,32.0,105.5%[activator],16.4*
COC(=O)c1ccc(Cl)c(NS(=O)(=O)c2ccc3c(c2)OCCO3)c1,?,-1.9%,5.0%,6.3%,-8.8,-14.0%,-1.6
Cc1cc(=O)n2nc(N3CCCC(C(=O)NCc4ccc5c(c4)OCO5)C3)sc2n1 (stereo unspecified),87.7%[activator],7.8%,-10.9%,-10.2%,8.2,-20.8%,-3.8
CCOC(=O)C1CCN(S(=O)(=O)c2cc(C(=O)OC)n(C)c2)CC1,118.4%[activator],-15.4%,2.5%,-7.6%,-6.6,24.9%,0.8
N/C(Cc1ccc(Cl)cc1)=N\OC(=O)c1cccc2ccccc12,?,7.08µM*,-25.0%,4.7%,36.5,?,23.2*
C(=N\NC(=Nc1ccccc1)c1ccccn1)/c1ccccn1,27.5%,?,8.1%,0.1%,27.6,?,14.1*

# Random excerpt: 2 records from the list, in no set order.
SMILES,Pf growth 96h,HCV inhibitor,TbPYK inhibitor,LmPK inh,Shiga toxin inh,Pf growth 48h,CHX counter
CCOC(=O)C1CCN(S(=O)(=O)c2cc(C(=O)OC)n(C)c2)CC1,118.4%[activator],-15.4%,2.5%,-7.6%,-6.6,24.9%,0.8
c1ccc(SCCOCCn2cncn2)cc1,nt,-24.0%,6.5%,-6.0%,-7.7,-2.5%,-1.5

# Following part
SMILES,Pf growth 96h,HCV inhibitor,TbPYK inhibitor,LmPK inh,Shiga toxin inh,Pf growth 48h,CHX counter
CCOC(=O)c1c(C)[nH]c(C(=O)OC(C)C(=O)NCc2ccccc2)c1C (stereo unspecified),62.0%[activator],-22.6%,-13.7%,nt,nt,-18.1%,nt
O=C1COc2ccc(C(=O)COC(=O)c3ccc(Cl)cc3[N+](=O)[O-])cc2N1,4.5%,-7.9%,4.8%,nt,nt,4.7%,nt
O=C(CN1CCN(c2ccc(Cl)cc2)CC1)c1ccccc1,-1.0%,-12.2%,1.0%,-0.1%,12.6,nt,5.7
CCOc1ccccc1CN1CCC(O)CC1,33.8%[activator],7.2%,-5.2%,1.7%,-10.5,nt,8.1
COc1ccc([C@H]2CC(=O)C=C(/C=C/c3ccccc3)C2)cc1OC,?,-4.1%,-4.8%,nt,nt,?,nt
CCOC(=O)C(C(=O)OCC)c1cc(Br)c2noc3c2c1C(=O)c1ccccc1-3,-8.3%,?,-6.9%,-13.9%,21.2,-4.0%,-0.8
Cc1cccc(NC(=O)CCCSc2nc3ccccc3[nH]2)c1,-2.9%,?,-15.0%,0.0%,6.4,-7.1%,4.0
CCN1C(=O)C(=O)N(CC(=O)N2CCN(c3ccccc3)CC2)C1=O,15.8%,-4.1%,-1.8%,nt,nt,7.2%,nt
Cc1cc(C(=O)Cn2nc(C(=O)O)c3ccccc3c2=O)c(C)n1CCc1ccc(Cl)cc1,-10.8%,-24.8%,-8.4%,-3.0%,19.8,?,6.5
Nc1ccccc1N1CCN(C(=O)c2ccccc2)CC1,33.1%[activator],-6.5%,-9.1%,1.4%,14.1,-8.5%,-2.7
COc1cccc(NC(=O)CN(C)C(=O)CCCNC(=O)c2ccc(Cl)cc2)c1,5.6%,-7.2%,1.8%,nt,nt,22.4%,nt
O=C1NC2(CCCCCC2)C(=O)N1Cc1c(F)cccc1Cl,1.3%,6.3%,4.2%,-0.8%,-10.0,nt,-1.3
O=C1N=C(N2CCC(Cc3ccccc3)CC2)S/C1=C/c1cn[nH]c1-c1ccccc1,?,?,-0.1%,4.0%,-17.5,?,7.0
CCc1ccc2[nH]c3nc(SCCN4CCOCC4)nnc3c2c1,9.28µM*,?,-7.4%,-6.1%,17.4*,-27.3%,20.9*
CC(=O)Nc1ccc(NC(=O)CSc2nnc(CNc3ccc(F)cc3)n2CC2CCCO2)cc1 (stereo unspecified),10.5%,12.5%,1.5%,2.3%,-17.3,?,-3.0

# An excerpt from above in order of molar mass, rising:
SMILES,Pf growth 96h,HCV inhibitor,TbPYK inhibitor,LmPK inh,Shiga toxin inh,Pf growth 48h,CHX counter
CCOc1ccccc1CN1CCC(O)CC1,33.8%[activator],7.2%,-5.2%,1.7%,-10.5,nt,8.1
COc1ccc([C@H]2CC(=O)C=C(/C=C/c3ccccc3)C2)cc1OC,?,-4.1%,-4.8%,nt,nt,?,nt
CCN1C(=O)C(=O)N(CC(=O)N2CCN(c3ccccc3)CC2)C1=O,15.8%,-4.1%,-1.8%,nt,nt,7.2%,nt
CCOC(=O)C(C(=O)OCC)c1cc(Br)c2noc3c2c1C(=O)c1ccccc1-3,-8.3%,?,-6.9%,-13.9%,21.2,-4.0%,-0.8

# Next part
SMILES,Pf growth 96h,HCV inhibitor,TbPYK inhibitor,LmPK inh,Shiga toxin inh,Pf growth 48h,CHX counter
COc1ccc(CCNC(=O)CCCN2C(=O)c3ccccc3C2=O)cc1OC,32.2%[activator],8.6%,0.8%,0.9%,-4.8,-3.4%,-0.6
O=C(CSc1ncn[nH]1)c1ccc2c(c1)OCO2,25.7%,5.1%,-0.8%,-2.5%,29.6,28.7%,13.7*
CC(CN1CC(=O)NC(=O)C1)N1CC(=O)NC(=O)C1 (stereo unspecified),-7.6%,nt,-0.4%&-1.5%,nt,nt,-2.9%,nt
Cc1cc(N/N=C/c2ccc(F)cc2)nc(NCc2ccccc2)n1,?,11.2µM*,0.4%,-8.0%,45.8*,0.415µM*,22.4*
CC(CCc1ccccc1)NC(=O)COC(=O)C1CCC(C(C)(C)C)CC1 (stereo unspecified),?,14.3%,2.0%,1.0%,-8.2,-25.1%,1.5
Clc1ccccc1Nc1nc(-c2ccncc2)nc2ccccc12,?,7.08µM*,-6.8%,-0.9%,-13.7,13.1µM*,-4.6
Cc1nc(SCC(=O)NC2CCCC2)[nH]c(=O)c1Cc1ccccc1,?,-1.4%,0.6%,-6.8%,-13.7,nt,6.5
COc1ccc(OC)c(NS(=O)(=O)c2ccc(N3CCCC3=O)cc2)c1,-2.0%,-8.1%,21.3%,2.0%,-5.8,1.2%,-0.9
O=C1C=C(N2CCCCC2)C2(CCCCC2)O1,19.4%,-2.7%,4.2%,6.2%,-3.7,-5.8%,6.2
CCCSc1nc2c(c(=O)n1-c1ccc(OCC)cc1)SCC2,1.8%,4.7%,0.0%,1.9%,-9.0,?,-3.4
NS(=O)(=O)c1ccc(CCNC(=O)C2CCCN2S(=O)(=O)c2cccc3nsnc23)cc1 (stereo unspecified),?,4.3%,3.5%,-0.6%,3.7,-19.4%,-1.5
CCn1nnnc1SCC(=O)N1CCN(Cc2ccc3c(c2)OCCO3)CC1,-2.1%,-4.1%,0.7%,nt,nt,-4.6%,nt
CCOC(=O)c1c(NC(=O)Cn2nc(C(F)(F)F)cc2C)sc2c1CCC2,31.5%[activator],?,-8.1%,-1.6%,-7.3,14.7µM*,4.3
Cc1ccc(CN2CCN(c3ncccn3)CC2)o1,8.4%,8.7%,0.1%,-0.8%,-5.2,nt,-7.4
CCCCn1c(CN2CCN(CCO)CC2)nc2ccccc21,-24.0%,-17.2%,6.0%,-2.0%,13.3,-10.1%,-3.1

# Source: PubChem (National Center for Advancing Translational Sciences (NCATS))
